RMI-FANCM inh = RMI-FANCM interaction inhibition | Fluorescence polarization, RMI core complex with F-MM2 peptide; stronger effect = lower value | FP signal (polarization) at 33 µM | 0.58% of 70,000 active | AID 1159607; in the data active means FP signal below about 40; further: inactives centre near 61; strong numbers were not always called active; unit not given here
* marks the source's active call; other numbers are inactive results; & = joins results of further samples. This is a subset; rates above refer to the full screens.

SMILES	RMI-FANCM inh
Cc1cc(C(=O)Nc2nnc(Cc3ccc(Cl)s3)o2)no1	71
Cc1nc2ccc(NC(=O)Nc3ccccc3Cl)cc2c(=O)n1-c1ccccc1	77
COc1ccc(N2CC(NC(=O)NN3CCOCC3)CC2=O)cc1 (stereo unspecified)	54
Cc1[nH]c2ccccc2c1C(c1ccc([N+](=O)[O-])cc1)C(C#N)C#N (stereo unspecified)	47
CCc1ccc2nc(N(CCN(C)C)C(=O)/C=C/c3cccs3)sc2c1	70
Cc1nn(C(=O)c2ccccc2)c(C)c1Oc1ccc(Cl)cc1	63
CCOc1ccc(-c2cc(=O)n(CC(=O)NCCc3ccccc3OC)cn2)cc1	75
O=C(NCc1ccc(F)cc1)C(=O)Nc1cc2c3c(c1)CCC(=O)N3CCC2	52
COc1ccc(CC2CCC(=NOC(=O)C3CCCCC3)CC2)cc1 (stereo unspecified)	57
O=C1NC(=S)N/C1=C\c1ccc(OCc2ccc(F)cc2)cc1	129
Cc1cc(C(=O)Nc2sccc2C#N)on1	52
Cc1ccc(S(=O)(=O)Nc2ccc3c(c2)C(=O)NCCO3)cc1Cl	67
CCOC(=O)c1csc(NC(=O)c2cc([N+](=O)[O-])cc([N+](=O)[O-])c2)n1	59
CC(NCc1ccc(Sc2ccc(Br)cc2)c([N+](=O)[O-])c1)C(=O)O (stereo unspecified)	64
O=C(c1ccccc1Br)N1CCN(c2ccc(Cl)cc2)CC1	63
O=C(Nc1ccc(Cl)c(Cl)c1)n1ccc(C(F)(F)F)n1	64
Cc1ccc(-n2nnc(C(=O)OCc3cccc(F)c3)c2C)cc1C	67
Cc1ccc(S(=O)(=O)N(CC(=O)NCc2ccco2)C(=O)N2CCN(C)CC2)cc1	55
COc1ccc(SCCCC(=O)Nc2cccc(Cl)c2Cl)cc1	55
COc1ccc(C)c2sc(N(Cc3cccnc3)C(=O)CCSc3ccccc3)nc12	55
Cc1ccc(C)c(S(=O)(=O)N2CCC(c3nnc(C4CC4)o3)CC2)c1	59
CCOC(=O)N1CCN(S(=O)(=O)c2cn(C)c(=O)n(C)c2=O)CC1	58
O=C(Nc1cccs1)Nc1cc(C(F)(F)F)ccc1N1CCCC1	50
COc1ccccc1N1CCN(CCNS(=O)(=O)c2ccc(F)cc2)CC1	63
CCOCCn1ccc2c(OCC(=O)NCc3ccccc3Cl)cccc2c1=O	54
CCc1nc(=S)c2c(=O)n(C)c(=O)n(C)c2[nH]1	71
COc1ccccc1C1CCN(Cc2c(C)[nH]c3ccccc23)CC1	73
N#Cc1ccc(S(=O)(=O)Oc2ccccc2)cc1	60
CS(=O)(=O)N1CCC(C(=O)Nc2nc(-c3ccc(Cl)c(Cl)c3)cs2)CC1	66
CCCN(C(=O)C(=O)c1c(C)n(C)c2ccccc12)c1ccc(F)cc1	59
CC(C)c1ccc(NC(=O)CSc2nnnn2-c2ccc(N(C)C)cc2)cc1	76
CS(=O)(=O)N1CCCCC1C(=O)N(Cc1ccccn1)c1nc2c(F)cccc2s1 (stereo unspecified)	65
COc1ccc(S(=O)(=O)C(CNC(=O)c2ccc(Br)o2)c2cccs2)cc1 (stereo unspecified)	57
COC(=O)c1scc2c(OC)cc(C(F)(F)F)nc12	46
Cc1ccc2c(CC(=O)Nc3ccc(F)cc3F)cc(=O)oc2c1	76
COC1C(O)C(O)C(O)[C@@H](O)C1O (stereo partly specified)	58
Cc1cc(NC(=O)c2ccccc2)cc(C)c1O	61
CCc1ccc(CC(=O)N=c2sc3cc4c(cc3n2CC)OCO4)cc1	81
COc1ccc(Cl)cc1C(=O)NCCCN1CCN(c2ccccc2)CC1	65
COC(=O)C(Cc1cc(Br)c(O)c(Br)c1)NC(=O)C(F)(F)F (stereo unspecified)	63
CC(=O)Nc1ccc2c(c1)CN(S(=O)(=O)c1ccccc1)CC2	65
O=C(C1=COCCO1)N1CCCc2ccccc21	68
O=C(NCc1ccc(Cl)cc1Cl)c1cccnc1OCC(F)(F)F	58
Cc1ccc(S(=O)(=O)Cc2nc(-c3cccc(Br)c3)no2)cc1	152
O=[N+]([O-])c1ccc(Oc2c(Cl)cc(S(=O)(=O)N3CCOCC3)cc2Cl)c(Cl)c1	61
C=CCNC(=O)c1c(N)n(/N=C\c2cccc([N+](=O)[O-])c2)c2nc3ccccc3nc12	63
O=C(c1cc(=O)c2ccccc2o1)N(C(=O)N1CCCCC1)c1cccc(Cl)c1	52
Cc1cc(C)n2c(SCC(=O)O)nnc2n1	60
O=C1NC(=Nc2cccc(Cl)c2Cl)S/C1=C\c1ccc(O)cc1	63
COc1ccc(/C=C\C(=O)Nc2cc(C)nn2-c2nc3c(cnn3-c3ccccc3)c(=O)[nH]2)cc1OC	65
O=S(=O)(Oc1ccc(OCc2ccccc2)cc1)c1cc(Cl)cc(Cl)c1	55
COC(=O)c1cnn(-c2ccccc2)c1C=Nc1ccc(C)cc1	58
NC(=O)CNC(=O)COc1ccccc1	52
CSc1ccc(NC(=O)C2CCN(S(C)(=O)=O)CC2)cc1	69
Cc1cc(=O)[nH]c(-n2nc(C)cc2NC(=O)c2snnc2C)n1	68
C#CC1CCCCC1NC(=O)Nc1cnccc1C(F)(F)F (stereo unspecified)	39
O=C(CSCCCN1CCN(c2cccc(Cl)c2)CC1)N/N=C/c1cccs1	56
Cc1ccc(S(=O)(=O)N2CCc3ccc(NC(=O)c4cccc(F)c4)cc3C2)cc1	70
C=CCn1c(SCC(=O)Nc2scc(-c3ccc(C)o3)c2C(=O)OCC)nc2sc(C)c(C)c2c1=O	86
O=C(/C=C/c1cccs1)Nc1nc(-c2ccc3c(c2)CCCC3)cs1	64

16 structures from above, arranged by SMILES length, falling:
SMILES	RMI-FANCM inh
COc1ccc(/C=C\C(=O)Nc2cc(C)nn2-c2nc3c(cnn3-c3ccccc3)c(=O)[nH]2)cc1OC	65
C=CCn1c(SCC(=O)Nc2scc(-c3ccc(C)o3)c2C(=O)OCC)nc2sc(C)c(C)c2c1=O	86
C=CCNC(=O)c1c(N)n(/N=C\c2cccc([N+](=O)[O-])c2)c2nc3ccccc3nc12	63
O=[N+]([O-])c1ccc(Oc2c(Cl)cc(S(=O)(=O)N3CCOCC3)cc2Cl)c(Cl)c1	61
Cc1ccc(S(=O)(=O)N2CCc3ccc(NC(=O)c4cccc(F)c4)cc3C2)cc1	70
O=S(=O)(Oc1ccc(OCc2ccccc2)cc1)c1cc(Cl)cc(Cl)c1	55
O=C(CSCCCN1CCN(c2cccc(Cl)c2)CC1)N/N=C/c1cccs1	56
O=C(/C=C/c1cccs1)Nc1nc(-c2ccc3c(c2)CCCC3)cs1	64
Cc1ccc(S(=O)(=O)Cc2nc(-c3cccc(Br)c3)no2)cc1	152
O=C1NC(=Nc2cccc(Cl)c2Cl)S/C1=C\c1ccc(O)cc1	63
COC(=O)c1cnn(-c2ccccc2)c1C=Nc1ccc(C)cc1	58
CSc1ccc(NC(=O)C2CCN(S(C)(=O)=O)CC2)cc1	69
C#CC1CCCCC1NC(=O)Nc1cnccc1C(F)(F)F (stereo unspecified)	39
O=C(C1=COCCO1)N1CCCc2ccccc21	68
Cc1cc(C)n2c(SCC(=O)O)nnc2n1	60
NC(=O)CNC(=O)COc1ccccc1	52

Carrying on.
SMILES	RMI-FANCM inh
COC1=C(OC)C(=O)c2ccccc2C1=O	59
CCOc1ccc2ccccc2c1C(=O)NCCc1cc2ccc(C)cc2[nH]c1=O	61
COc1cc2occ(-c3ccccc3)c(=O)c2c(OC)c1C	50
Cc1nnc(C2CCCN(C(=O)c3cccc(Cl)c3)C2)s1 (stereo unspecified)	63
COC(=O)Cn1c(=NC(=O)c2ccnn2C)sc2cc3c(cc21)OCO3	103
Cc1cc2oc3c(c(=O)c2cc1Cl)C(c1cccnc1)N(c1nc(C)c(C)s1)C3=O (stereo unspecified)	77
CC(C)(C)c1ccc2nc(/C(=C\c3ccc(F)cc3)NC(=O)c3ccccc3)[nH]c2c1	57
O=C(C1=C(Cl)c2cccc3cccc(c23)C1=O)c1ccccc1	52
COc1ccc(S(=O)(=O)CCC(=O)Nc2nc3c(Cl)cccc3s2)cc1	52
COc1ccc(Cl)cc1S(=O)(=O)Nc1ccc2c(c1)C(=O)Nc1ccccc1O2	55
N#CCSc1nc2ccccc2o1	52
O=C(CNC(=O)C12CC3CC(CC(C3)C1)C2)N/N=C\c1ccc(Br)cc1	66
CS(=O)(=O)c1ccc(CC(=O)Nc2sc3c(c2C(N)=O)CCCC3)cc1	62
O=C(Nc1ccc2c(c1)COCO2)c1cc2ccccc2oc1=O	55
COc1ccccc1NC(=O)NC1CC(=O)N(c2ccc3c(c2)OCCO3)C1 (stereo unspecified)	57
CCc1nnc(C2CCN(C(C)=O)CC2)s1	67
Cc1ccc(S(=O)(=O)Nc2ccc3c(c2)CCC(=O)N3Cc2ccccc2)cc1Cl	54
CN(C)c1ccc(CCCNC(=O)C(=O)Nc2ccccc2Cl)cc1	68
Cc1nc(CSc2nc3sc4c(c3c(=O)n2-c2ccccc2)CCCCC4)cs1	74
CCOc1ccc(NC(=O)Cc2cc(-c3ccc(Cl)cc3)on2)cc1	93
Cc1cc2ncn(CCC(=O)N3CCCCCC3)c2cc1C	63
CC(C)CN1C(=O)C(C)(C)COc2ccc(NC(=O)C34CC5CC(CC(C5)C3)C4)cc21	76
O=C(CCCN1CCC(O)(c2cccc(C(F)(F)F)c2)CC1)c1ccc(F)cc1	58
Cc1nc2cc(NC(=O)CSc3ccc(Cl)cc3)ccc2s1	54
O=C(CSc1nnc(CNC(=O)C23CC4CC(CC(C4)C2)C3)n1-c1ccc(F)cc1)Nc1ccccc1	64
CCN(CC)CCN(C(=O)c1ccc(S(=O)(=O)N2CCc3ccccc3C2)cc1)c1nc2c(OC)cccc2s1	115
Cc1ccc(-n2ncc3c(SCC(=O)Nc4cccc(F)c4)ncnc32)c(C)c1	64
Cc1ccc(-n2nc(C)c3c(Cl)c(C(=O)NCc4ccc(F)cc4)cnc32)cc1	103
C[C@H](NC(=O)/C(C#N)=C/c1ccc(O)c(O)c1)c1ccccc1	76
Cc1ccc(N=CC(C(=O)C(F)(F)F)=C(O)c2cccs2)cc1Cl	61
COCc1ccc(C(=O)N2CCc3cc(S(=O)(=O)N(C)C)ccc32)o1	63
Cc1cccn2c(=O)cc(OCc3nc4ccccc4c(=O)[nH]3)nc12	62
O=C(Nc1nc(-c2ccc(Br)cc2)cs1)c1ccc2c(c1)OCCO2	84
CN(C)C=NC1N=C(C2CC2)N(C)C(=O)N1 (stereo unspecified)	54
CCC(=O)N1CCCc2cc(NS(=O)(=O)c3ccc(OCC(C)C)cc3)ccc21	73
O=C(c1ccc2c(c1)OCO2)N1CCC(c2nnc(-c3ccco3)o2)CC1	61
COc1cc(C(F)(F)F)nc2c(Br)c(C(C)(C)C)nn12	57&55
COc1ccccc1N1CCN(C(=O)CS(=O)(=O)c2ccc(Cl)s2)CC1	68
COc1ccc(Cl)c(NC(=O)c2sc3nc(-c4cccnc4)ccc3c2N)c1	121
O=C(CSc1nnc(NC(=O)Cc2ccc(F)cc2)s1)NO	55
CCN(CC)c1ccc(NC(=O)Cn2cnc(-c3ccc(C)cc3)cc2=O)c(C)c1	115
CC1CCN(S(=O)(=O)c2ccc(NC(=O)c3sc4ccccc4c3Cl)cc2)CC1	63
CCCCS(=N)(=O)CC[C@H](N)C(=O)O (stereo partly specified)	58
Cc1cc(C)c2sc(NCc3ccccn3)nc2c1	58
O=S(=O)(Nc1ccc(OC(F)(F)F)cc1)c1cccc2nsnc12	50
COc1ccc(OC)c(Nc2nc(CC(=O)NCCc3ccc(F)cc3)cs2)c1	61
Cc1ccccc1Cn1nc2n(C)c(=O)c3ccc(C(=O)NC4CCCC4)cc3n2c1=O	75
CCN1CCCC1CNC(=O)c1cc(S(=O)(=O)CC)c(N)cc1OC (stereo unspecified)	56
O=C(CSc1nnc(NC(=O)Cc2cccs2)s1)Nc1nccs1	101
O=C(NCCC1CCCCN1S(=O)(=O)c1cccs1)C(=O)NCc1ccccc1F (stereo unspecified)	57
CCOc1ccc(/C=C2\SC(=S)N(CC(=O)NC34CC5CC(CC(C5)C3)C4)C2=O)cc1	91
O=c1c2cc(-c3cccs3)nn2ccn1Cc1nc(-c2ccc3c(c2)OCO3)no1	149
O=C(Cc1csc2nc(-c3ccc(F)cc3)cn12)NCCCN1CCCC1=O	63
O=C(NCC(c1ccco1)N1CCc2ccccc2C1)c1ccc2c(c1)OCO2 (stereo unspecified)	57
COc1cc(Cn2cc(CC(=O)Nc3ccc(C(N)=O)cc3)c3ccccc32)cc(OC)c1	138
O=C(CSc1nc2scc(-c3ccc(Cl)cc3)c2c(=O)n1-c1ccccc1)c1ccc2c(c1)OCCO2	80
COc1ccccc1Oc1ccc(S(=O)(=O)N(CC(F)(F)F)c2ccccc2)cc1	65
CCC(=O)OCCN1C(=O)c2cccc3c(N4CCOCC4)ccc(c23)C1=O	44
CC(=O)c1ccc(C(=O)Nc2nc3cc(C)c(C)cc3s2)cc1	59
CC(C)=NNC(=O)/C=C\C(=O)O	61

Next results
SMILES	RMI-FANCM inh
O=C(COc1ccc(Cl)cc1)Nc1nc2c(cc3c4c(cccc42)CC3)s1	61
N/C(=N\OC(=O)c1ccno1)c1ccc(C(F)(F)F)cc1	60
CCOc1ccc(Cl)cc1S(=O)(=O)N1CCOCC1	60
O=C(CCCCC(=O)NN1C(=O)C2C3C=CC(C3)C2C1=O)NN1C(=O)C2C3C=CC(C3)C2C1=O (stereo unspecified)	58
Cc1ccc(-c2nc(SCCN3CCCC3)c3c(=O)n(C)c(=O)n(C)c3n2)cc1	79
CCOCCn1c(=NC(=O)c2cc(C)nn2CC)sc2cc(S(N)(=O)=O)ccc21	74
O=C(Nc1ccc2c(c1)CCCN2S(=O)(=O)c1ccccc1)OCc1ccccc1	56
O=C(Cc1nc(-c2ccncc2)n[nH]1)NCCc1cccs1	59
CS(=O)(=O)c1ccc(Nc2nc(CC(=O)Nc3cccnc3)cs2)cc1	64
CCCN(CCC)S(=O)(=O)c1ccc(C(=O)N2CCC3c4ccccc4C(=O)N3C2)cc1 (stereo unspecified)	48
Cc1ccc(NC(=O)C(=O)NCCCN2CCCC2=O)cc1Cl	53
